# Bioassay records as filed in PubChem BioAssay.
# IL2 activator – activates IL-2 in a cell-based reporter assay. 0.065% of 360,000 active. activation, % (series mostly up to about 46 µM). IL-2 activation reporter assay, cell-based qHTS; stimulated with anti-CD3/CD4/CD28 beads; in transgenic mouse T cells; in the data active = activation above about 50%; inconclusive = mostly about 30% to 49%; note: 0% is about no effect
#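 Quantitative HTS in unstimulated transgenic mouse T cells, with memory T cells as non-tolerant control and PMA/ionomycin as tolerance-bypass control. Compound pretreatment lasted 60 minutes before 18 h bead stimulation; EGFP/DsRed fluorescence read.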
# EPAC1 antagonist – EPAC1 (human) antagonism. O95398. EPAC1 GEF assay, Rap1b-BODIPY-GDP exchange fluorescence. Potency, µM (series often up to 115 µM), for the others: at the highest dose activity change, negative = inhibition, hits mostly inhibitors. 0.14% of 360,000 active. AID 720709;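 note: potency is the fitted concentration of half-maximal effect; plate controls were vehicle for no effect and positive control for full effect; nearly all actives have a fitted effect of over 50% in size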
# PLK1 PBD block – blocks phosphopeptide binding to human PLK1 polo-box domain. 2.8% of 360,000 active. AID 720504. P53350. Plk1 PBD binding of FITC phosphopeptide, fluorescence polarization. Potency, µM, for inactives: max response, negative = inhibition, actives largely listed as inhibitors; note: potency is the fitted concentration of half-maximal effect; series mostly up to about 57 µM; % is set by controls: 0 for no effect and ±100 for the full control effect; nearly all actives have a fitted effect of over 65% in size
# EPAC1 ag – EPAC1 (human) agonism; 0.073% of 360,000 active; EPAC1 agonist qHTS, biochemical assay; response scale: 100% = response to 6.5 mM cAMP; O95398; Potency, µM (top dose mostly 154 µM), for the others: top-dose activation, most hits filed as activators; note: potency is the fitted concentration of half-maximal effect; nearly all actives have a fitted effect of over 60% in size
#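 Normalized to 6.5 mM cAMP, activity reflects EPAC1-catalysed release of BODIPY-GDP from Rap1B, followed kinetically over 30 min at 480 nm excitation, 540 nm emission. Reaction contained 100 nM EPAC1, 250 nM Rap1B-BODIPY-GDP, 50 uM GDP.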
# EPAC2 ag – agonists of human EPAC2 (RAPGEF4). EPAC2 activation, biochemical qHTS; response scale: 100% = 6.5 mM cAMP response. Q8WZA2. 0.079% of 360,000 active. Potency, µM (top dose mostly 154 µM), for the others: at the highest dose activation, usual class: activators; note: potency is the fitted concentration of half-maximal effect; nearly all actives have a fitted effect of over 50% in size
#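 Compounds were titrated in qHTS against a Rap1B-BODIPY-GDP (250 nM) complex with EPAC2 (100 nM) and GDP (50 uM). BODIPY-GDP release tracked at 480/540 nm over 30 min at room temperature, normalized to 6.5 mM cAMP.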
# PI5P4K alpha inh – PI5P4K alpha (human) kinase inhibition; P48426; max response, %; PI5P4Kalpha enzyme, ADP-Glo luminescence, 60 min; active compounds read low; 1.2% of 330,000 active; active = max response of -50% or lower; inconclusive = between -30% and -50%; inactive = -30% or higher; note: value at the top dose of about 77 µM; % is set by controls: 0 for no effect and ±100 for the full control effect
#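 ADP-Glo luminescence end-point after a 60 min room-temperature kinase reaction. PI5P4Kalpha and substrate in HEPES pH 7.4 buffer with EGTA, 0.1% CHAPS and 5% DMSO; ATP at 5 microM final.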
# CCT modulator – cytosolic chaperonin activity modulation | purified chaperonin ATPase assay, HTRF ADP detection, 30 min | activity change, % (test concentration not listed), hits read low | 0.3% of 360,000 active; in the data active = activity change below about -30%; note: % is set by controls: 0 for no effect and ±100 for the full control effect
#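 First, chaperonin was dispensed at 40 nM or 20 nM final depending on batch activity. Next, compounds were pinned at 76 uM and ATP added at 10 uM. After 30 min at 37 °C, ADP detection reagents ran 30 min at ambient temperature.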
# WRN helicase inh – WRN helicase (human) inhibition | Q14191 | WRN helicase unwinding, fluorescent forked duplex, kinetic | Potency, µM (doses to about 114 µM), without a hit: at the top dose activity change, negative = inhibition, hits mostly inhibitors | 0.46% of 360,000 active; note: potency is the fitted concentration of half-maximal effect; % is set by controls: 0 for no effect and ±100 for the full control effect; nearly all actives have a fitted effect of over 55% in size
#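 Enzyme (20 nM final) and test compound sit together 15 min at room temperature before substrate addition. Substrate is a single-forked duplex oligonucleotide (100 nM) labelled with fluorophore and quencher, with 2 mM ATP; helicase unwinding raises red fluorescence, read kinetically.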
# * = called active by the depositor; ? = inconclusive; . = not tested or not shown; [ ] = remark or other dose. Unless noted, calls come from the whole dose curve; as a rule, active = well fitted curve in the direction sought with a large enough effect; inconclusive = small, poorly fitted or top-dose-only effect, or another doubt; inactive = no such curve, though single readings can be large; an effect the other way counts as inactive or inconclusive. This is a subset (hit frequency here may not be typical).
canonical_smiles	IL2 activator	EPAC1 antagonist	PLK1 PBD block	EPAC1 ag	EPAC2 ag	PI5P4K alpha inh	CCT modulator	WRN helicase inh
O=C1CCc2cc(S(=O)(=O)N3CCCCC3)cc3c2N1CC3	-0.1	-3%	0%	13%	4%	4	0.1	0%
Cc1cc(C)n(-c2nc3c(c(=O)n(C)c(=O)n3C)n2CCO)n1	-0.7	-3%	1%	-1%	3%	2	-6.5	0%
Cn1c(CSCc2ccc(Cl)c(Cl)c2)nnc1SCC(=O)Nc1nccs1	-0.8	-14%	-10%	-1%	5%	1	0.6	6%
N#Cc1nnn(-c2cc(Cl)cc(Cl)c2)c1N	1.6	-12%	2%	8%	12%	-2	-0.7	3%
COc1cccc(CNS(=O)(=O)c2ccc3c(c2)CC(C)N3C(C)=O)c1 (configuration not stated)	-4.5	-26%	2%	4%	-8%	-3	1.4	5%
COC(=O)c1ccc(CNS(=O)(=O)c2ccc3ccccc3c2)cc1	-2.6	9%	-21%	-1%	-5%	-6	-1.0	5%
COC(=O)c1scc(C)c1NC(=O)C(Cl)c1ccccc1 (configuration not stated)	-1.2	-5%	-7%	5%	2%	1	-1.8	1%
CN(Cc1ccc(Cl)cc1)C(=O)CNC(=O)C12CC3CC(CC(C3)C1)C2	-2.2	6%	-10%	8%	9%	10	-4.5	-25%
NC(=O)c1ccsc1NC(=O)c1ccc2c(c1)CCCC2	-2.4	-7%	4%	7%	9%	0	-0.3	0%
CN1CCN(c2ccc([N+](=O)[O-])cc2C(=O)Nc2ccccc2)CC1	-1.2	-29%	-14%	0%	14%	-9	-4.1	-27%
COc1cc(C(=S)N2CCCC2)cc(OC)c1OC	0.0	3%	-21%	1%	18%	0	-3.4	9%
COc1ccc(NC(=O)C[C@H]2C(=O)N(c3ccc(OC)cc3)C[C@@H]2C)cc1	-0.5	-4%	-15%	11%	12%	4	-0.7	2%
CC(NC(=O)c1ccncc1)C(C)(C)C (configuration not stated)	0.1	13%	-2%	2%	-1%	.	1.9	-1%
O=C(CSc1n[nH]c(=O)n1Cc1ccco1)Nc1ccccc1	0.8	1%	3%	-2%	4%	2	-2.5	-3%
Cc1ccc(CN2CCSc3ccc(C(=O)N4CCOCC4)cc32)cc1	0.4	2%	-5%	-3%	-3%	1	0.0	0%[11.6 µM]
O=C(C1CCCN(CCCc2ccccc2)C1)N1CCCCC1 (configuration not stated)	-3.5	2%	4%	0%	0%	-6	0.9	0%
COc1ccc(NC(=O)C2CCCN2S(=O)(=O)c2cccc3cccnc23)cc1OC (configuration not stated)	0.7	-24%	-10%	8%	10%	0	-2.4	-5%
Cc1cccc(Nc2n[nH]c(C)c2[N+](=O)[O-])c1	4.4	?	-6%	-10%	-2%	7	-1.9	-14%
CC(C)(C)OC(=O)N1CCC(NC(=O)c2[nH]cnc2C(=O)Nc2ccc(Br)cc2F)CC1	-2.1	-5%	0%	-10%	-9%	-3	1.3	1%
CC(=O)c1cc2c(C)cc(=O)oc2cc1O	-1.1	4%	-7%	8%	-3%	.	1.7	-7%
CC(C)(C)NC(=O)NC(=O)CN1CCN(S(=O)(=O)/C=C/c2ccccc2)CC1	1.9	9%	7%	-2%	-1%	-10	1.7	-3%
Cc1ccc(NC(=S)N2CCOCC2)c(C)c1	-0.6	-16%	-12%	-1%	5%	2	0.4	7%
CC(Oc1ccc2c3c(c(=O)oc2c1)CCCC3)C(=O)NCCCn1ccnc1 (configuration not stated)	-0.3	12%	-2%	0%	0%	-1	-2.5	-2%
Cc1ccc(S(=O)(=O)NC(CC(C)C)C(=O)N2CCOCCOCCOCC2)cc1 (configuration not stated)	0.3	-9%	-3%	1%	6%	7	1.1	3%
c1ccn(-c2ncnc3sc4c(c23)CCCC4)c1	0.1	-8%	-8%	6%	7%	-2	-0.1	-2%
CC1(C)CC(=O)C2=C(C1)OC1=C(C2)C(=O)CC(C)(C)C1	-0.1	11%	-3%	3%	-18%	-3	-0.1	14%
O=C(COC(=O)CCNS(=O)(=O)c1ccccc1F)Nc1nnc(-c2ccccc2)o1	0.1	0%	-1%	-46%[inhibitor]	5%	-2	-10	-12%
CCCNC(=O)C1(C)CCN1C(=O)c1cc(C)n(C)n1 (configuration not stated)	0.2	-3%	-4%	2%	3%	6	-0.5	1%[57.1 µM]
NS(=O)(=O)c1ccc(CNC(=O)CCS(=O)(=O)Cc2ccccc2)cc1	-2.3	8%	-3%	0%	2%	5	-0.9	-21%
O=S(=O)(c1ccccc1)c1nc(-c2cccs2)oc1NCC1CCCO1 (configuration not stated)	-1.9	0%	-12%	11%	10%	-13	-2.5	2%
COc1ccc(NC(=O)C2CCCN2S(=O)(=O)c2ccc3c(c2)CCC(=O)N3)cc1Cl (configuration not stated)	0.5	-7%	-9%	3%	8%	1	1.8	4%
O=C(/C=C/c1ccc(Br)o1)NCCCN1CCOCC1	0.8	-4%	-16%	7%	9%	5	1.9	-11%
Cc1cc(N2CCN(C(C(=O)NC3CCCC3)c3ccc(-c4ccccc4)cc3)CC2)c2ccccc2n1 (configuration not stated)	-0.4	-16%	-4%	-8%	8%	1	.	1%
CC(=O)/C(=N/Nc1ccccc1Cl)Sc1nnc(C(O)c2ccccc2)n1-c1ccccc1 (configuration not stated)	-3.8	1%	-27%	4%	18%	-2	-3.1	4%
CC(C)CC(NC(=O)C1CCCCC1)C(=O)NC(C)c1ccccc1 (configuration not stated)	-3.2	3%	-3%	-9%	-9%	5	1.4	-11%
COc1ccc(-c2onc(C)c2-c2ccccc2)c(O)c1	0.0	-9%	-4%	-15%	-4%	-4	-3.2	9%[57.1 µM]
O=c1cc(N2CCCCC2)c(-c2ccccc2)nn1Cc1ccc(F)cc1	-0.5	-14%	11%	4%	13%	-2	0.9	-5%
Cc1ccc(NS(=O)(=O)c2c(C(=O)N3CCOCC3)c(C)n(C)c2C)cc1C	-0.3	-25%	-8%	5%	7%	0	-0.2	9%
Cc1cc(C(=O)NNC(=S)Nc2cccc(C(F)(F)F)c2)nn1C	-0.2	-22%	-15%	-7%	0%	-5	-1.9	4%
Cc1cccc(C)c1-n1nnnc1C(c1ccnc2ccccc12)N1CCN(C/C=C/c2ccccc2)CC1 (configuration not stated)	-0.8	6%	2%	9%	4%	-3	-0.5	-2%
CCOc1ccc(NC(=O)NN2C(C)CCCC2C)cc1 (configuration not stated)	-0.1	3%	-1%	1%	-2%	-1	-0.7	-4%
CCOc1ncccc1C(=O)OCc1c(F)cccc1Cl	0.5	?	-18%	8%	22%	14	-3.3	3%
O=C(NC1CC2CCCC(C1)N2C(=S)Nc1ccccc1Cl)C1CC1 (configuration not stated)	-0.8	-5%	2%	-3%	-1%	-8	-0.1	-1%
COc1nc(NCc2cccnc2)nc(OC)n1	-2.7	2%	-9%	-1%	7%	.	-0.5	5%
COc1ccc(NC(=O)c2ccc(OCc3c(C)noc3C)c(OC)c2)cn1	2.1	-1%	-5%	-9%	4%	-3	-3.7	-12%
CCOC(=O)Cc1csc(NC(=O)CN(C)S(=O)(=O)c2cccc3cccnc23)n1	-1.3	-10%	-12%	-11%	7%	1	-3.8	-4%
CCOC(=O)CCCNC(=O)c1cncc(Br)c1	-2.6	-3%	2%	5%	5%	.	-2.4	-5%
O=[N+]([O-])c1ccc2[nH]nc(-c3ccccc3)c2c1	-3.5	-1%	6%	-3%	10%	-6	0.8	-6%
CCCCNC(=O)c1nc(C2CCN(S(=O)(=O)c3ccc(F)c(F)c3)CC2)oc1-c1cccc(C(F)(F)F)c1	-0.5	11%	-3%	9%	0%	4	-0.9	0%
O=C1CC(=O)Nc2cc(S(=O)(=O)N3CCN(c4cccc(C(F)(F)F)c4)CC3)ccc2N1	-0.2	-5%	-4%	13%	6%	-2	-2.6	0%

# Additional structures.
canonical_smiles	IL2 activator	EPAC1 antagonist	PLK1 PBD block	EPAC1 ag	EPAC2 ag	PI5P4K alpha inh	CCT modulator	WRN helicase inh
CCCOC(=O)C(C)n1cnc2scc(-c3ccc(C)cc3)c2c1=O (configuration not stated)	-0.6	-26%	-5%	-13%	-1%	-14	0.2	-10%
COc1ccccc1N(C1=NCCCS1)S(=O)(=O)c1ccc(C(C)(C)C)cc1	-5.2	?	-21%	-4%	11%	-1	-3.2	-1%
CCc1cc2c(=O)c(-c3nc4ccccc4n3C)c(C(C)C)oc2c(CN2CCN(C)CC2)c1O	0.2	9%	-1%	1%	-9%	.	-2.3	0%
CN1CCN(CCc2nc3cc(NC(=O)c4ccco4)ccc3n2C)CC1	1.5	-12%	-3%	3%	7%	-4	-0.7	-8%
COC(=O)C1CCN(S(=O)(=O)CCNC(=O)c2ccccc2)CC1	-0.2	5%	-5%	11%	5%	1	-2.6	7%
Cc1cc(SCc2ccc(Cl)cc2Cl)nc(=O)[nH]1	4.0	-9%	-14%	7%	12%	-3	-1.2	-9%
Cc1c(/C=N\NC(=O)c2ccc([N+](=O)[O-])cc2)cnn1C	-5.7	3%	6%	8%	-2%	0	-0.5	3%
CC(C)Oc1cc(F)ccc1-c1cc(C(=O)NCc2ccccc2)[nH]n1	-0.1	-9%	0%	-9%	17%	-7	0.3	-3%
C=C(C)C(=O)Nc1ccc2nn(-c3ccccc3O)nc2c1	-0.8	-5%	7%	-11%	4%	2	-0.5	-3%
Cc1nnc(N2CCN(c3ccccc3)CC2)[nH]c1=O	-3.6	8%	3µM*	-1%	7%	-55*	1.8	?
NS(=O)(=O)c1ccc(NC(=O)C2Cc3ccccc3C(=O)O2)cc1 (configuration not stated)	-0.4	?	-19%	-3%	9%	-2	-0.3	-1%
O=C(c1cc(Br)ccc1Cl)N1CCN(c2ccc(N3CCOCC3)nn2)CC1	-4.1	-1%	-6%	10%	6%	4	-0.5	2%
CN(C)CCCNC(=O)CC(c1ccc(F)cc1)c1ccco1 (configuration not stated)	0.6	0%	2%	4%	8%	-1	-3.1	2%

# Records above that bear a hit mark in PI5P4K alpha inh:
smiles,EPAC1 antagonist,PLK1 PBD block,PI5P4K alpha inh,CCT modulator,WRN helicase inh
Cc1nnc(N2CCN(c3ccccc3)CC2)[nH]c1=O,8%,3µM*,-55*,1.8,?
